# SNCA expr inhib: Primary qHTS assay for inhibitors of alpha-synuclein gene (SNCA) expression; AID 1671194, 2021; HEK-293 SNCA-luciferase knock-in, luminescence, 24 h; 140,000 compounds, 0.17% hits; Potency, µM (highest dose often 57.2 µM), inactives show at the highest dose activity change, negative = inhibition, actives largely listed as inhibitors;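 also: potency is read from the fitted curve at half-maximal effect; plate controls were DMSO cells for no effect and cell-free wells for full effect; nearly all actives have a fitted effect of over 45% in size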
# HEK293 tox: Cytotoxic Profiling in HEK 293 Cell Line of Diverse Libraries Using Quantitative High-Throughput Screening; HEK 293 viability, ATP luminescence (CellTiter-Glo), 48-72 h; Potency, µM (titrated, usually from 115 µM), without a hit: at the top dose activity change, negative = cytotoxicity, actives largely listed as inhibitors; 94,000 compounds, 6.6% hits; AID 1345083, 2018; also: potency is read from the fitted curve at half-maximal effect; nearly all actives have a fitted effect of over 60% in size
#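 Cytotoxicity was scored by loss of ATP-coupled luminescence (CellTiter-Glo) in HEK 293 cells. Compound treatment ran 48 or 72 hr at 37 degree Celsius, 5% CO2, 95% humidity.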
# IP6K1 inh: Primary qHTS assay for small molecule inhibitors of Inositol hexaphosphate kinase 1 (IP6K1); IP6K1 kinase, ADP-Glo luminescence, 2 h; active compounds read low; 140,000 compounds, 0.81% hits; activity change, % (series mostly up to about 58 µM); AID 1645851, 2021; Inositol hexakisphosphate kinase 1 (Homo sapiens), Q92551; in the data active = activity change below about -25%
#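 ADP-Glo luminescence measures ADP made by human IP6K1 during a 2 h RT reaction with ATP/IP6 (mix at 1.3 mM/130 uM); top library doses 57.5 and 19.1 uM final.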
# SNCA viab count: GF-AFC viability counterscreen for inhibitors of alpha-synuclein gene (SNCA) expression | AID 1671193, 2021 | 150,000 compounds, 0.12% hits | Potency, µM (highest dose often 57.1 µM), for inactives: top-dose activity change, negative = cytotoxicity, hits mostly cytotoxic | HEK-293-SNCA-luc viability, GF-AFC fluorescence, 24 h;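 also: potency is read from the fitted curve at half-maximal effect; 0% = DMSO-treated cells and -100% = medium-only wells without cells; nearly all actives have a fitted effect of over 30% in size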
#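 HEK-293-SNCA-luc cells (1500/well) plated 24 h, then exposed 24 h to a dilution series; GF-AFC added 30 min at 37C, fluorescence 405/540 nm; normalised to medium-only and DMSO wells, Hill fit.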
# 3T3 cytotox: Cytotoxic Profiling in NIH 3T3 Cell Line of Diverse Libraries Using Quantitative High-Throughput Screening | AID 1345082, 2018 | 94,000 compounds, 4.3% hits | Potency, µM (series often up to 96.7 µM), inactives show at the top dose activity change, negative = cytotoxicity, actives largely listed as inhibitors | NIH 3T3 viability, CellTiter-Glo ATP luminescence, 48-72 h; also: potency is read from the fitted curve at half-maximal effect; nearly all actives have a fitted effect of over 55% in size
#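 Cytotoxicity was measured by CellTiter-Glo ATP luminescence after 48 or 72 h compound exposure at 37 °C. Mouse NIH 3T3 fibroblasts were seeded at 400 cells/well and dosed by 23 nL pin transfer.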
# FLuc inh: Firefly luciferase inhibition profiling of diverse chemical library using quantitative high-throughput screening. 76,000 compounds, 2.5% hits. Luciferin 4-monooxygenase (Photinus pyralis), P08659. purified P. pyralis luciferase, luminescence, biochemical. Potency, µM (titrated, usually from 115 µM), without a hit: top-dose activity change, negative = inhibition, actives largely listed as inhibitors; also: potency is read from the fitted curve at half-maximal effect; nearly all actives have a fitted effect of over 65% in size
# Target sequence (P08659 whole entry, looked up): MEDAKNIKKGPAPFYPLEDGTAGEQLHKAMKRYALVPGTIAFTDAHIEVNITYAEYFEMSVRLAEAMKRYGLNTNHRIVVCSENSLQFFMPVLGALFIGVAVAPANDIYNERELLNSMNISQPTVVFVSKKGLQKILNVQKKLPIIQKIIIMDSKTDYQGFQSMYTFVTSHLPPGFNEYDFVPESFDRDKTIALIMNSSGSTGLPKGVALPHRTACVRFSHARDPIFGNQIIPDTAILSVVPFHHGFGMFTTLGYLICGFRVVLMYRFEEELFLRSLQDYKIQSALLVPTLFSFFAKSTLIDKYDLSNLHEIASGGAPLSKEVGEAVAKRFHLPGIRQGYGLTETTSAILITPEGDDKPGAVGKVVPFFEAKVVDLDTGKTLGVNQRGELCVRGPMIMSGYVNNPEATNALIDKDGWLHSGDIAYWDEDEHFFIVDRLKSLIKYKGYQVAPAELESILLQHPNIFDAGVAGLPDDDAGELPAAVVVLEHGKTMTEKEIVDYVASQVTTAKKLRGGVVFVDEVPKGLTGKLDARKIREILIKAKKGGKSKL
#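 Purified P. pyralis luciferase (10nM final) in 50mM Tris acetate pH 7.5, 10mM Mg acetate, 0.01% Tween-20, 0.05% BSA with 10uM D-luciferin and 10uM ATP. Compounds titrated qHTS. Luminescence imaged on CCD.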
# GPT2 inh: Primary qHTS assay for inhibitors of Glutamate pyruvate transaminase 2 (GPT2) | Alanine aminotransferase 2 (Homo sapiens), Q8TD30 | Recombinant GPT2, coupled pyruvate oxidase/HRP Amplex Red fluorescence | Potency, µM (top dose mostly 57.7 µM), without a hit: top-dose activity change, negative = inhibition, usual class: inhibitors | 100,000 compounds, 0.25% hits | AID 1671188, 2021; also: potency is read from the fitted curve at half-maximal effect; nearly all actives have a fitted effect of over 60% in size; many of its hits are not listed in these tables
# Target sequence (Q8TD30 whole entry, looked up): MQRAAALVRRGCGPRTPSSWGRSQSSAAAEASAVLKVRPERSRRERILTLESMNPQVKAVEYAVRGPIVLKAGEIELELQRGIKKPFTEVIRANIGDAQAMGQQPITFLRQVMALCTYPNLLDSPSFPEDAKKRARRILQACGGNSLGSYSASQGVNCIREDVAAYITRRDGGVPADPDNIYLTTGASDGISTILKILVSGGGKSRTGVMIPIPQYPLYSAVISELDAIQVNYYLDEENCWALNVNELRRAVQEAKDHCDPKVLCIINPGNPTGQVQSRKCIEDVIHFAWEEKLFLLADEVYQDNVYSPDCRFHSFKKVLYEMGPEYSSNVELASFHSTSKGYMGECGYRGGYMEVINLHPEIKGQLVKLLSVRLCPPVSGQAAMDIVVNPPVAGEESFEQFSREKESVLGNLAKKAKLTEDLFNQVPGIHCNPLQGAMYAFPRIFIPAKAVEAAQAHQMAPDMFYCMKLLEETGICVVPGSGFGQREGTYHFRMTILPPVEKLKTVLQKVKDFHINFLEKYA
#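 Fluorescence read-out: pyruvate from GPT2 turnover coupled to pyruvate oxidase, HRP and Amplex Red (0.2mM ThPP, 0.2U/mL PO and HRP, 50uM Amplex final). Substrates 250uM a-KG, 2mM L-alanine; enzyme 10ng/uL; 30 min RT.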
# Starred values were filed as active, the others as inactive; i = inactive; u = inconclusive; x = no result given; [ ] = another dose, or the depositor's remark. Unless noted, calls follow the shape of the dose curve; as a rule, active = well fitted curve in the direction sought with a large enough effect; inconclusive = small, poorly fitted or top-dose-only effect, or another doubt; inactive = no such curve, though single readings can be large; an effect the other way counts as inactive or inconclusive. Unless noted, % is scaled to controls: 0 for no effect and ±100 for the full control effect. Some of the compounds tested; the hit share may differ from the screen's.
# Screens in order – SNCA expr inhib, HEK293 tox, IP6K1 inh, SNCA viab count, 3T3 cytotox, FLuc inh, GPT2 inh
> CC(NCCC(c1ccccc1)c1ccccc1)c1ccccc1 (stereo not drawn)
→ -26%[25.6 µM], x, 3, 0%[23.9 µM], x, x, -9%
> Cc1onc(-c2cnn(C)c2NCCc2ccccc2)c1C(=O)N1CCN(C)C(=O)C1
→ 6%[87.6 µM], -1%[172 µM], 7, 2%[87.6 µM], u, -4%[172 µM], 2%[88.5 µM]
> CC(C)CCN1CCCC(COc2ccccc2C(=O)NC2CC2)C1 (stereo not drawn)
→ -12%, -29%, 13, -3%, u, 1%, i
> O=C(NC1CCN(c2cc(-c3ccc(F)cc3)[nH]n2)CC1)c1ccc2[nH]ccc2c1
→ -26%, u, 8, -26%, 25µM*, -9%, i
> CCc1ccc(N2CC(c3noc(C4(c5ccc(OC)cc5)CC4)n3)CC2=O)cc1 (stereo not drawn)
→ -15%, 45µM*, -1, 5%, u, -3%, i
> CCn1cc(C(=O)NCCc2ccc(Cl)cc2)c(=O)c2cc(S(=O)(=O)N3CCC(C)CC3)ccc21
→ -9%, x, -10, 9%, x, x, x
> COc1ccccc1C(=O)Nc1ccc2c(c1)CN(Cc1ccc(F)cc1)C(=O)C(C)O2 (stereo not drawn)
→ -8%, 35µM*, 15, 2%, u, -11%, i
> CCOc1ccc(NC(=O)C2(c3cccs3)CCOCC2)cc1
→ 2%, x, 7, 10%, x, x, x
> Cc1noc([C@@H]2CN(Cc3c(C)n[nH]c3C)C[C@H]2CO)n1
→ -3%, -2%, 7, 2%, -1%, 1%, -13%
> Cc1ccc(Nc2ncnc3c2cnn3-c2ccc(C)cc2)cc1
→ 142%[activator], x, -11, -8%, x, x, x
> O=C(c1cccc(Cl)c1)N1CCCC1C(=O)N1CCCC1c1nc2ccncc2[nH]1 (stereo not drawn)
→ -3%, -6%, 14, 8%, -20%, x, -2%
> COC(=O)c1ccc(-c2noc(C[C@@H]3O[C@H](CNS(C)(=O)=O)[C@@H](O)[C@H]3O)n2)cc1
→ -1%[87.6 µM], 4%[172 µM], -11, -1%[87.6 µM], 1%[174 µM], -3%[172 µM], 0%[88.5 µM]
> O=C(Cn1nc2c(cc1=O)CCCCC2)N1CCN(CCc2ccncc2)CC1
→ -16%, 11%, 4, -7%, i, -1%, 1%
> CC(C)c1ccc2oc(-c3ccc(NC(=O)c4cccc(Br)c4)cc3)nc2c1
→ -4%, x, -3, -8%, x, x, x
> CCN1CCCC12Cc1ccccc1CN([S+](=O)([O-])c1ccccc1)C2 (stereo not drawn)
→ -24%, u, -7, -15%, -21%, x, -3%
> O=C(Nc1cccnc1)[C@@H]1CCCN1c1ccnc2ccnn12
→ x, -14%[172 µM], -15, x, -19%[138 µM], x, x
> CCOC(=O)c1ccc(NC(=O)c2cnn3c(=O)c4c(n(CC)c23)CCN(Cc2ccc(OC)cc2)C4)cc1
→ 20%, x, -6, 3%, x, x, x
> COc1cc2cc(CNc3ccccc3)c(=O)n(CC(=O)Nc3ccc(C)c(Cl)c3)c2cc1OC
→ -8%, x, 1, -5%, x, x, x
> COc1ccc(C(=O)CSc2c(C(C)C)cnc3c2c(=O)n(C)c(=O)n3C)cc1
→ 0%, x, 14, -26%, x, x, x
> CN1CCN([C@H]2CCN(C(=O)c3ccc(C#N)nc3)C[C@H]2CCCO)CC1
→ 2%, 0%, 18, -4%, 4%, -4%, -33%

# One compound at a time (already shown). Order of values: SNCA expr inhib	HEK293 tox	IP6K1 inh	SNCA viab count	3T3 cytotox	FLuc inh	GPT2 inh
# O=C(Cn1nc2c(cc1=O)CCCCC2)N1CCN(CCc2ccncc2)CC1 across the screens: -16%	11%	4	-7%	i	-1%	1%
# COC(=O)c1ccc(-c2noc(C[C@@H]3O[C@H](CNS(C)(=O)=O)[C@@H](O)[C@H]3O)n2)cc1 across the screens: -1%[87.6 µM]	4%[172 µM]	-11	-1%[87.6 µM]	1%[174 µM]	-3%[172 µM]	0%[88.5 µM]

# Going on with the list.
# Screens in order – SNCA expr inhib, HEK293 tox, IP6K1 inh, SNCA viab count, 3T3 cytotox, FLuc inh, GPT2 inh
> CC(=O)Nc1ccc(S(=O)(=O)NC2(C(F)(F)F)NC(=O)N(c3ccc(Cl)cc3)C2=O)cc1 (stereo not drawn)
→ 49%[activator], x, -7, 1%, x, x, x
> Cc1cccc(OC[C@H]2C[C@@H](NC(=O)C3CCCC3)[C@H](O)[C@@H]2O)n1
→ -12%[87.6 µM], -20%[172 µM], 2, -2%[87.6 µM], -16%[174 µM], 0%[172 µM], -17%[88.5 µM]
> CCOc1cccc(CNC(=O)c2c(OCC(C)C)cc(=O)n3c2CCCCC3)c1
→ -19%, u, 15, 1%, -9%, -7%, i
> Cc1ccc(Cl)cc1NC(c1ccc(F)cc1)c1nnc(-c2ccccc2)o1 (stereo not drawn)
→ -16%, x, 6, 17%, x, x, x
> CCn1cc(CN(C)C(=O)CN2C(=O)C3(CCCCC3)C2c2ccccc2)c(C)n1 (stereo not drawn)
→ 20%, -21%, -2, 9%, -17%, x, i
> COC(=O)[C@H](Cc1ccc(OC)cc1)NC(=O)[C@@H]1CN(C(=O)c2cccc(F)c2)CCN1C(=O)N1CCOCC1
→ -7%, i, -10, -1%, i, -5%, i
> COc1ccc(NC(=O)C(NS(=O)(=O)c2cccc3nsnc23)c2ccccc2)cc1 (stereo not drawn)
→ -22%, x, 7, -3%, x, x, x
> CC(C)(C)CC(=O)N1CC[C@@H](CC(=O)O)[C@@H](CCN2CCC[C@H]2C(N)=O)C1
→ -2%[87.6 µM], -2%[172 µM], 4, 2%[87.6 µM], i, -4%[172 µM], u
> CC(Cc1cnccn1)NC(=O)c1csc2nc(-c3cccc(C(F)(F)F)c3)cn12 (stereo not drawn)
→ -5%, u, 8, -16%, u, u, i
> COc1ccccc1CCC(=O)N1CCC(Cc2nncn2C)CC1
→ 6%, i, 30, -6%, i, 3%, i[11.5 µM]
> Cc1ccc([S+](=O)([O-])N2CCCC(C(=O)N3CCC(c4ccccc4)CC3)C2)cc1 (stereo not drawn)
→ u, -23%, -2, -19%, -25%, x, i
> Cc1ccc(-c2ccccc2CN2CCC(C(=O)NCC(F)(F)F)CC2)cc1Cl
→ u, 50µM*, -14, -9%, u, x, -1%
> COc1ccc(-c2cn3c(n2)sc2cc(C(=O)NCCCN4CCN(C)CC4)ccc23)cc1
→ 48%[activator], x, -14, u, x, x, x
> Cc1nc(-c2cccnc2)sc1C(=O)Nc1ccccc1-c1cn2c(CN3CCOCC3)csc2n1
→ x, x, 7, 30%, x, x, i
> Cc1ccc(-n2nc3c(N4CCC(C(=O)N5CCC(C)CC5)CC4)nnc(C)c3c2C)cc1
→ -15%, x, 1, -6%, x, x, x
> COCCOCC(=O)N1CCCCCCNC(=O)[C@@H]2C[C@@H](c3nc(-c4cccnc4)no3)C[C@@H]21
→ 1%, -1%, 8, -8%, -9%, 2%, i
> CS(=O)(=O)N1CCCN(Cc2cn[nH]c2-c2cccs2)CCNC(=O)CC1c1ccccc1 (stereo not drawn)
→ -6%, -16%, 12, -1%, -8%, 6%, 4%
> O=C(NCc1nnc2cc(-c3nc(C4CC4)no3)ccn12)c1ccc(F)c(F)c1
→ -2%, 2%, 23, -5%, -8%, 7%, i
> COCCn1c(=O)c(C(=O)N2CCN(C(=O)c3ccc(OC)cc3)CC2)nc2cccnc21
→ 7%, -5%, 2, 0%, -2%, x, i
> COCC(=O)N1CCCc2nc(C)nc(-c3ccc(O)cc3)c2C1
→ 18%[87.6 µM], 2%[172 µM], -7, 4%[87.6 µM], i, 8%[172 µM], i
> COc1cccc(C(=O)N2CCC(N3C[C@H](O)C[C@H]3C(=O)N3CCN(c4ncccn4)CC3)CC2)c1
→ 3%, 5%, 5, -1%, 4%, 7%, -4%
> COCCN1CCN(C[C@@H]2C=C(C)[C@H](Cc3nnc(-c4cccnc4)o3)C[C@H]2C(C)C)CC1
→ 5%, u, 20, -6%, u, -3%, u
> CN1C(=O)CC(C(=O)O)C12CCN(Cc1cccc(C(=O)O)n1)CC2 (stereo not drawn)
→ -8%, -6%, 5, 0%, -6%, -6%, -10%
> CN(C)C[C@@H]1CN(Cc2ccccc2)C[C@H]1NC(=O)c1cc(C2CC2)[nH]n1
→ 6%, -9%, 2, 4%, -14%, 5%, 2%
> O=C1CCN(S(=O)(=O)c2cccc3cccnc23)CCCC(CO)CCN1 (stereo not drawn)
→ -23%, -1%, -12, 2%, -6%, 1%, i
> CN(CC#N)C(=O)c1cc(-c2cc(Cl)cc(Cl)c2)nc2c1cnn2C
→ x, u, 0, x, u, x, x
> CC(C)N1CCC(OCCCNC(=O)CN2CCCc3nc(C4CC4)ncc3C2=O)CC1
→ -15%, -5%, 4, -2%, i, 2%, i
> Cc1nc2cnccn2c1C(=O)NCc1ccccc1
→ x, -16%[172 µM], 18, x, u, x, x
> O=C(NC1CC1)c1cc(C2CC2)nc2c1c(C1CCCN1)nn2-c1ccccc1 (stereo not drawn)
→ -7%[87.6 µM], 79µM*, 9, -4%[87.6 µM], 32µM*, x, i
> Cc1noc(C)c1[S+](=O)([O-])N1CC2(C1)C(=O)Nc1ccccc12
→ -13%, 0%, -8, -7%, -4%, x, 2%
> Cn1cccc1-c1nc(-c2nnn3c2COC(c2ccccc2Cl)C3)no1 (stereo not drawn)
→ 8%, 0%, -1, -3%, -9%, -7%, i
> COc1ccc(-c2cn3cccnc3n2)cc1NC(=O)c1ccccc1C(F)(F)F
→ 19%, x, 4, 11%, x, x, x
> CCC1(N2CCN(C(=O)c3ccc(F)c(Cl)c3)CC2)CCN(S(C)(=O)=O)C1 (stereo not drawn)
→ 54%[activator], -5%, -10, 4%, 4%, -19%, i
> CCc1ccc(NC(=O)Nc2cn(C)c(=O)c3ccccc23)cc1
→ u, x, -8, 21%, x, x, x
> CCC(c1ccccc1)N1Cc2cc(NS(=O)(=O)c3ccc(F)cc3)ccc2OC(C)C1=O (stereo not drawn)
→ -27%, u, 0, -24%, 14µM*, -13%, -9%
> Cc1ccc(S(=O)(=O)N2CCN(C3CCN(C)C3=O)CC2)cc1C (stereo not drawn)
→ 13%, -2%, 1, 4%, -1%, -1%, i
> COCCNC(=O)c1ccc(CC2CCN(C(=O)c3n[nH]c(=O)c4ccccc34)CC2)cc1
→ -20%, u, 9, 2%, -17%, x, u
